# CHT inh: inhibitors of human choline transporter CHT; Q9GZV3; CHT-expressing cells, membrane potential dye, choline response; active compounds read low; B-score at 10 µM; hit rate 0.86% among 310,000;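 active means B-score over 3 SD under the library average, and starting fluorescence ratio not unusually high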;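 further: choline stimulus applied at its EC90 after an EC20 pre-addition; B-score computed on integrated fluorescence ratio after choline addition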
# Target sequence (Q9GZV3 whole entry, looked up): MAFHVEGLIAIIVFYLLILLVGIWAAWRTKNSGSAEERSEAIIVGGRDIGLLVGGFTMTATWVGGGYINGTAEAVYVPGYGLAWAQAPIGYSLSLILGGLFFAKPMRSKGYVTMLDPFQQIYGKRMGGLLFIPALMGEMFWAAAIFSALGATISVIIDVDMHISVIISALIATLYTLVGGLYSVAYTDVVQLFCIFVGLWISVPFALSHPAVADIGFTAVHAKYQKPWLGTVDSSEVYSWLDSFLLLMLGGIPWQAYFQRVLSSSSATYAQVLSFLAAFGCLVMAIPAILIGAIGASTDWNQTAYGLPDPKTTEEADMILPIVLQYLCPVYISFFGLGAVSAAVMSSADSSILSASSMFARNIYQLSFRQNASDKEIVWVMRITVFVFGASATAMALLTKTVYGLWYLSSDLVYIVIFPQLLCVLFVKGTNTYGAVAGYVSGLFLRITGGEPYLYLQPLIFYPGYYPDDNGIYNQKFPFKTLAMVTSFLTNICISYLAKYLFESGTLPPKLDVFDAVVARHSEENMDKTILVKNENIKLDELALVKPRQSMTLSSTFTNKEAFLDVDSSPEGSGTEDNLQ
# CHT allo act: allosteric activators of human choline transporter CHT; Q9GZV3; CHT-expressing cells, membrane potential dye, choline EC20; active compounds read high; LV-AA mutant CHT in HEK293 cells; B-score at 10 µM; hit rate 0.49% among 310,000;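 active means initial fluorescence not abnormally high and integrated response B-score, plate-corrected, over 3 SD above library mean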
# Calls only; i = inactive.
nr | SMILES | CHT inh | CHT allo act
1 | CCc1nnc(NC(=O)c2ccc(Cl)nc2)s1 | i | i
2 | Cc1nn(-c2ccccc2)c(Cl)c1/C=C1\C(=O)N(C)C(=S)N1C | i | i
3 | CCn1c(/C=C/c2c[nH]c3ccccc23)nc2ccccc2c1=O | i | i
4 | CC1CCN(c2nc3c(c(=O)[nH]c(=O)n3C)n2Cc2ccccc2Cl)CC1 | i | i
5 | O=C(NC1CCCCC1)C(c1ccco1)N(C(=O)c1csnn1)c1ccc(Cl)cc1 (stereo unspecified) | i | i
6 | COc1cc(C)c(C#N)c(OC)n1 | i | i
7 | CC(=O)Nc1ccc2c(CSc3nnc(-c4cccnc4)n3-c3ccc(C)cc3C)cc(=O)oc2c1 | i | i
8 | Cc1ccc2c(c1)nnn2C1CCN(S(C)(=O)=O)CC1 | i | i
9 | NNc1nc(-c2ccccc2Cl)nc2ccccc12 | i | i
10 | COC(=O)c1ccc(C)c(NC(=O)CSc2sc3c(O)cc(=O)[nH]c3c2C#N)c1 | i | i
11 | COC(=O)CSc1nc(C2CC2)nc2ccccc12 | i | i
12 | Cc1ccc(S(=O)(=O)NC(=O)COc2ccccc2)cc1 | i | i
13 | Cc1cccc(C2c3[nH]c4ccccc4c3CCN2Cc2ccc(C)s2)n1 (stereo unspecified) | i | i
14 | CCOc1ccc(NC(=S)N(CCc2c(C)[nH]c3ccc(C)cc23)Cc2cccnc2)cc1 | i | i
15 | CCOc1ccc(NC(=O)Cn2nnc(-c3ccccc3F)n2)cc1 | i | i
16 | Cc1nn(-c2ccccc2)c(C)c1C(=O)OCC(N)=O | i | i
17 | Cc1ccc(OCC(=O)Nc2ccc(F)cc2)c([N+](=O)[O-])n1 | i | i
18 | CC/C(=N\Nc1ccccc1[N+](=O)[O-])c1ccc(O)cc1 | i | i
19 | CC(=O)O[C@H]1CC(C)(C)C(=C=C/C(C)=C/C=C/C(C)=C/C=C/C=C(C)/C=C/C=C(\C)C(=O)C[C@@]23O[C@]2(C)C[C@@H](O)CC3(C)C)[C@](C)(O)C1 | i | i
20 | COC(=O)c1cc(S(=O)(=O)N2CCCCCC2)cn1C | i | i
21 | CC(NC(=O)/C=C/c1ccco1)c1nc2ccccc2n1Cc1cccc(Cl)c1 (stereo unspecified) | i | i
22 | COC(=O)Cn1nc(-c2ccc(C)cc2)c2ccccc2c1=O | i | i
23 | CCn1cc(/C=N\NC(=O)c2csc3ccccc23)c(C)n1 | i | i
24 | NC(=O)CSc1nccn1Cc1ccc(Cl)cc1 | i | i
25 | O=C(COC(=O)c1ccc(Br)o1)NCCc1ccccc1 | i | i
26 | COc1cc(OC)cc(-c2nc3ccccc3c(=O)o2)c1 | i | i
27 | O=C1C(C2=NC(c3ccccn3)C3C(=O)N(c4ccccc4)C(=O)C23)=C(O)c2ccccc21 (stereo unspecified) | i | i
28 | CN(C)/C=N/c1sccc1C(N)=O | i | i
29 | Cc1cccc(N2CCN(C(=O)C3CCN(S(=O)(=O)c4c(C)noc4C)CC3)CC2C)c1 (stereo unspecified) | i | i
30 | Cc1cccc(NC(=S)NC2CC3CCCC(C2)N3Cc2cccs2)c1C (stereo unspecified) | i | i

# Record cards, as listed above.
# Cc1ccc(OCC(=O)Nc2ccc(F)cc2)c([N+](=O)[O-])n1 reads CHT inh = i; CHT allo act = i
# COC(=O)c1cc(S(=O)(=O)N2CCCCCC2)cn1C reads CHT inh = i; CHT allo act = i
# Cc1cccc(NC(=S)NC2CC3CCCC(C2)N3Cc2cccs2)c1C (stereo unspecified) reads CHT inh = i; CHT allo act = i

# More records follow.
nr | SMILES | CHT inh | CHT allo act
31 | Cc1ccccc1-c1nnc(SCC#N)o1 | i | i
32 | Cc1ccc(C(=O)Oc2ccc3c(c2)ncn3C)cc1 | i | i
33 | CC(=O)Nc1c2c(nn1-c1ccc(C)cc1C)CSC2 | i | i
34 | Cc1cc(F)ccc1NC(=O)c1cccnc1 | i | i
35 | CC(=O)c1ccccc1C(=O)N1CCCC(CCC(=O)N2CCN(c3ccccn3)CC2)C1 (stereo unspecified) | i | i
36 | CCOC(=O)c1oc2ccccc2c1NC(=O)c1ccco1 | i | i
37 | Cc1ccc(NC(=O)C2CCN(S(=O)(=O)c3ccc4c(c3)NC(=O)C(C)S4)CC2)c(C)c1 (stereo unspecified) | i | i
38 | COc1cc(SC)ccc1C(=O)Nc1ccc2c(c1)OCCO2 | i | i
39 | CN(C)c1nc(Oc2ccc(OCCOc3ccccc3)nn2)nc(N(C)C)n1 | i | i
40 | COc1ccccc1C(CNC(=O)COc1ccccc1C)N1CCCC1 (stereo unspecified) | i | i
41 | CC(=O)Nc1ccc(S(=O)(=O)N2CCN3CCCC3C2)cc1 (stereo unspecified) | i | i
42 | COc1ccc(CSCC(=O)N/N=C/c2ccccc2OCc2ccccc2)cc1 | i | i
43 | OCC(CO)(CO)NCc1ccc(-c2ccccc2)cc1 | i | i
44 | CCOC(=O)c1ccc(N2N=C(C)/C(=C/C=C/c3ccco3)C2=O)cc1 | i | i
45 | Cc1csc(NC(=O)c2cc(-c3ccncc3)nc3ccccc23)n1 | i | i
46 | Cc1ccc(NC(=O)CN(C)C(=O)Cc2ccc(Cl)c(Cl)c2)cc1 | i | i
47 | Cc1cc(C)c(S(=O)(=O)Nc2nccs2)c(C)c1 | i | i
48 | Nc1cc(-c2ccc(Br)cc2)nn1S(=O)(=O)c1ccccc1 | i | i
49 | S=C(NCc1ccco1)Nc1ccc(Cl)cc1 | i | i
50 | O=C(Nc1ccc(SC(F)(F)F)cc1)c1ccccn1 | i | i
51 | CC(C)(C)c1ccc(OCc2cnc(Cl)s2)cc1 | i | i
52 | Cc1ccc(NC(=O)[C@H](NC(=O)[C@@H]2Cc3ccccc3CN2)c2ccccc2)cc1C | i | i
53 | O=C(Nc1ccccn1)c1ccc(S(=O)(=O)N2CCCCCC2)cc1 | i | i
54 | COc1cccc(C2N(c3ccc(Cl)c(Cl)c3)C(=O)C3CCCN32)c1OC (stereo unspecified) | i | i
55 | Nc1cc(=O)[nH]c(SCC(=O)Nc2ccc(Oc3ccccc3)cc2)n1 | i | i
56 | CCC(=O)N1C(C(=O)N2CCCC2)CSC1c1ccc(OC)cc1 (stereo unspecified) | i | i
57 | C=CCOc1c(Br)cc(/C=N/Nc2ccc(C(=O)O)cc2)cc1OCC | i | i
58 | O=S(=O)(c1ccc(F)cc1)N1CCCC(c2nc(-c3ccc(F)cc3)no2)C1 (stereo unspecified) | i | i
59 | CCc1ccc(N2C(=O)C3C(C2=O)N2CCCN2C3c2ccccc2)cc1 (stereo unspecified) | i | i
60 | C[C@@H](CN1C(=O)C(=O)NC[C@@H]1Cc1ccc(O)cc1)NC(=O)Cc1ccccc1 | i | i
61 | CCC1=CC(c2ccccc2)n2ncnc2N1 (stereo unspecified) | i | i
62 | CCOC(=O)Cn1c(=O)oc2cc(S(=O)(=O)NCCC(C)C)ccc21 | i | i
63 | CCc1ccc(C(=O)C(C)OC(=O)c2cccc(S(=O)(=O)N3CCOCC3)c2)cc1 (stereo unspecified) | i | i
64 | O=C(c1ccc(COc2ccc(Cl)cc2)cc1)N1CCCCC1 | i | i
65 | CSc1nnc(-c2ccco2)c(-c2ccco2)n1 | i | i
66 | O=c1[nH]c(CSc2nc3ccccc3o2)nc2c1cnn2-c1ccccc1 | i | i
67 | COc1ccc(CCn2nnnc2C(c2ccccc2)N2CCN(C)CC2)cc1OC (stereo unspecified) | i | i
68 | C/C(=N\NC(=O)Cc1cccn1C)c1cccc2ccccc12 | i | i
69 | CCOc1ccc(-c2cnc(NCc3cccc4ccccc34)n2CCOC)cc1 | i | i
70 | COc1cccc(N2CCN(C(=S)Nc3cc(C)cc(C)c3)CC2)c1 | i | i
71 | O=C(NCc1cccnc1)c1cn(CCc2ccccc2)nn1 | i | i
72 | CC(CN1CCOCC1)OC(=O)C(c1ccccc1)c1ccccc1 (stereo unspecified) | i | i
73 | COc1ccc(N(CC(=O)Nc2cccc(C)c2)S(=O)(=O)c2ccc(C)cc2)cc1OC | i | i
74 | O=C(NC(=S)N1CCc2ccccc21)c1ccccc1Cl | i | i
75 | N/C(=N\O)c1ccccc1N1CCCCC1 | i | i
76 | CC1CCC/C(=N/NC(=O)c2ccccc2-n2cccc2)C1 (stereo unspecified) | i | i
77 | O=C(CCc1ccccc1)N=C1SC2CS(=O)(=O)CC2N1c1ccc(F)cc1 (stereo unspecified) | i | i
78 | Cc1noc(C)c1COC(=O)c1cccc(S(=O)(=O)N2c3ccccc3CC2C)c1 (stereo unspecified) | i | i
79 | CCCC(=O)C1=C(N2CCCCC2)CC(C)(C)C(C(=O)OC)C1=O (stereo unspecified) | i | i
80 | CSc1ccccc1C(=O)C1CCCN(C(=O)c2csnn2)C1 (stereo unspecified) | i | i
81 | Cc1nonc1NC(=O)CSc1nc(C2CCCCC2)nc2ccccc12 | i | i
82 | CC(=O)NCC1CCCN(C(=O)c2ccc(OC3CCN(Cc4ccccn4)CC3)cc2)C1 (stereo unspecified) | i | i
83 | CCCCNC(=O)c1onc(CSc2cccc(OC)c2)c1C(=O)O | i | i
84 | NC(=O)NC(=O)CN1C(=O)NC(c2ccccc2)(c2ccccc2)C1=O | i | i
85 | COc1cc(/C=C2\CCC(C3CCCC3)C2=O)cc(OC)c1OC (stereo unspecified) | i | i
86 | Cc1ccc(NS(=O)(=O)c2cccc(C(=O)NCC(c3cccs3)N(C)C)c2)cc1 (stereo unspecified) | i | i
87 | CCOc1ccccc1NC(=O)C(Sc1nnnn1C)c1ccccc1 (stereo unspecified) | i | i
88 | CN(Cc1cccc(F)c1)C(=O)Cc1ccc(S(=O)(=O)N2CCOCC2)s1 | i | i
89 | Cn1ncc([N+](=O)[O-])c1C(=O)Nc1ccc2c(c1)OCCO2 | i | i
90 | CSC1=C(C#N)C(c2ccc(C)s2)CC(=O)N1 (stereo unspecified) | i | i

# Following part
nr | SMILES | CHT inh | CHT allo act
91 | N#Cc1cnc2nc(SCc3ccccc3)nn2c1 | i | i
92 | COc1ccc(S(=O)(=O)NCC(c2ccc3c(c2)OCO3)N2CCN(C)CC2)cc1OC (stereo unspecified) | i | i
93 | O=C(COc1ccc2c3c(c(=O)oc2c1)CCCC3)N1C[C@H]2C[C@@H](C1)c1cccc(=O)n1C2 | i | i
94 | Cc1ccc(OCc2nc3ccccc3[nH]2)cc1 | i | i
95 | CCOC(=O)N1CCN(C(=O)CS(=O)(=O)c2cn(Cc3cccc(F)c3)c3ccccc23)CC1 | i | i
96 | CCOC(=O)N1CCN(CC(c2ccccc2)c2ccccc2)CC1 | i | i
97 | CCn1cc2c(c1-c1cccc(C)c1)c(=O)n(C)c(=O)n2C | i | i
98 | CC1CSc2n(-c3cccc(C(F)(F)F)c3)cc(-c3ccccc3)[n+]21 (stereo unspecified) | i | i
99 | CCCCCc1cc(=O)oc2c(C(CCN3CCCCC3)c3ccc4c(c3)OCO4)c(OC)cc(OC)c12 (stereo unspecified) | i | i
100 | Cc1c(C(=O)Nc2cccc3cccnc23)oc2ccccc12 | i | i
101 | Cc1cccc2[nH]c3c(N4CCC5(CC4)OCCO5)ncnc3c12 | i | i
102 | Cc1c(C)[n+](=O)c(-c2ccc(F)cc2)c(C)n1[O-] | i | i
103 | COc1cc(C2C(C#N)=C(N)OC3=C2C(=O)CCC3)c([N+](=O)[O-])cc1OC (stereo unspecified) | i | i
104 | Cc1cccc(NC(=S)N/N=C2\CC(C)(C)Oc3ccc(O)cc32)c1 | i | i
105 | O=[N+]([O-])c1ccc(N2CCN(S(=O)(=O)c3ccccc3)CC2)cc1NCc1cccnc1 | i | i
106 | N#Cc1nc(-c2ccc(OCc3ccc(Cl)cc3)cc2)oc1N1CCOCC1 | i | i
107 | Cc1ccc(NC(=S)NCc2ccco2)c(C)c1 | i | i
108 | CCOc1ccc(NC(=S)Nc2cccc3ccccc23)cc1 | i | i
109 | O=C(NNC(=O)c1ccc(F)cc1F)c1ccc(-n2cnnn2)cc1 | i | i
110 | O=C1CSC(=S)N1N=C1CCCCCC1 | i | i
111 | Cc1nn2c(COc3ccc(NC(=O)c4ccccc4)cc3)nnc2c2ccccc12 | i | i
112 | CCOC(=O)N1CCN(C(=O)Cn2ncc3c2-c2ccccc2OC3)CC1 | i | i
113 | CC(C)CN(C(=O)c1cc(Cl)nc2ccccc12)c1c(N)n(Cc2ccccc2)c(=O)[nH]c1=O | i | i
114 | C=CCSc1nc(C)c(Cc2cccc3ccccc23)c(=O)[nH]1 | i | i
115 | CCCCC(=O)NC(=O)NC(c1ccccc1)c1ccccc1 | i | i
116 | C/C(=N\NC(=O)c1ccc([N+](=O)[O-])cc1)c1c(O)cc(C)oc1=O | i | i
117 | COC(=O)COc1ccc2c(c1)O/C(=C\c1cccc([N+](=O)[O-])c1)C2=O | i | i
118 | Cc1cc(Cl)ccc1OCC(=O)Nc1ccncc1 | i | i
119 | O=C(c1cccc(NS(=O)(=O)c2ccccc2)c1)N1CCN(c2ccccc2)CC1 | i | i
120 | CC(=O)N1N=C(C)CC1c1ccc(OCc2ccccc2)cc1 (stereo unspecified) | i | i

# Laid out differently: entries from further up.
71) O=C(NCc1cccnc1)c1cn(CCc2ccccc2)nn1
72) CC(CN1CCOCC1)OC(=O)C(c1ccccc1)c1ccccc1 (stereo unspecified)
73) COc1ccc(N(CC(=O)Nc2cccc(C)c2)S(=O)(=O)c2ccc(C)cc2)cc1OC
74) O=C(NC(=S)N1CCc2ccccc21)c1ccccc1Cl
75) N/C(=N\O)c1ccccc1N1CCCCC1
76) CC1CCC/C(=N/NC(=O)c2ccccc2-n2cccc2)C1 (stereo unspecified)
Compound,71,72,73,74,75,76
CHT inh,i,i,i,i,i,i
CHT allo act,i,i,i,i,i,i

# The list goes on.
nr | SMILES | CHT inh | CHT allo act
121 | Cc1ccc(CN2CC(C(=O)OCc3ccccc3Cl)CC2=O)cc1 (stereo unspecified) | i | i
122 | O=[N+]([O-])c1cccc(/C=N/Nc2cc(Cl)nc(-c3ccccc3)n2)c1 | i | i
123 | CCN1C(Nc2ccccc2)=NC[C@@H]1C | i | i
124 | Cc1cccc(N(Cc2ccccc2)C(=O)c2ccccc2F)c1 | i | i
125 | COc1ccc(C(=O)NN2CCCCC2)cc1OC | i | i

# Screens from PubChem BioAssay.
